Screening results: PubChem, National Center for Advancing Translational Sciences (NCATS)
Sm TGR inh = qHTS Assay for the Inhibitors of Schistosoma Mansoni Peroxiredoxins; Schistosoma mansoni thioredoxin glutathione reductase (TGR), Q962Y6; purified TGR, DTNB reduction, TNB absorbance 405 nm; Potency, µM (series often up to 114 µM), without a hit: top-dose activity change, negative = inhibition, actives largely listed as inhibitors; 360,000 compounds, 3% hits; AID 485364, 2010; also: potency is read from the fitted curve at half-maximal effect; nearly all actives have a fitted effect of over 60% in size
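Kinetic colorimetric format: TGR-catalysed, NADPH-driven DTNB reduction monitored via TNB absorbance. Enzyme dispensed at 20 nM; compound exposure 15 min at room temperature before reaction start.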
HCMV antiviral = qHTS Assay for inhibitors of the human cytomegalovirus (HCMV); HFF cells, HCMV-luciferase reporter, 72 h; hits give low values; 410,000 compounds, 4.5% hits; activity change, negative = inhibition, % at 57.5 µM; AID 1259415, 2018; in the data active = activity change below about -60%; inconclusive = no clear call, values can overlap the other calls; inactive = above about -39%
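After 16 h attachment at 37C, HFF cells received test compound and HCMV-luciferase (1 PFU/cell); reporter luminescence read 72 h later, data normalized against buffer-only and known inhibitor Salinomycin.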
Giardia FBPA inh = qHTS Assay for Inhibitors of Fructose-1,6-bisphosphate Aldolase from Giardia Lamblia; purified Giardia FBPA; Potency, µM (highest dose often 59.6 µM), for inactives: at the highest dose activity, negative = inhibition, actives largely listed as inhibitors; 290,000 compounds, 0.71% hits; A8B2U2; also: potency is read from the fitted curve at half-maximal effect; nearly all actives have a fitted effect of over 55% in size
Target sequence (A8B2U2 whole entry, looked up): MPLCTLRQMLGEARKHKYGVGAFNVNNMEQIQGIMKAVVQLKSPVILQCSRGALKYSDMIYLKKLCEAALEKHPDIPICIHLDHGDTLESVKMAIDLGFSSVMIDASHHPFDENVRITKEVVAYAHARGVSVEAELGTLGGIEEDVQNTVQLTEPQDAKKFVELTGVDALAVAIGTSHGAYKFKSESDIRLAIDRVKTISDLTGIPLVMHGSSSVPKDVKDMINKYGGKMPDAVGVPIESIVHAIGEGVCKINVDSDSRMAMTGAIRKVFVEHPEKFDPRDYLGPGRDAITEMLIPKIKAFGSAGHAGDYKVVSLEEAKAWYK
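Giardia FBPA (40 nM reagent) was preincubated 10 min at RT with compound (up to 57.5 uM final), then substrate plus GAPDH/TPI/NAD/arsenate coupling system with diaphorase/resazurin was added; resorufin fluorescence (525/598 nm) was read after 20 min.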
AmpC inh detg = qHTS Inhibitors of AmpC Beta-Lactamase (assay with detergent); P00811; AmpC hydrolysis of nitrocefin, absorbance 480 nm, 0.01% Triton; Potency, µM (series often up to 114 µM), without a hit: at the top dose activity change, negative = inhibition, actives largely listed as inhibitors; 370,000 compounds, 0.041% hits; AID 485294, 2010;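 also: potency is read from the fitted curve at half-maximal effect; 0% = no-compound wells and -100% = no-enzyme wells; nearly all actives have a fitted effect of over 25% in size; some results filed as inactive show a strong effect at the top dose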
Target sequence (P00811 whole entry, looked up): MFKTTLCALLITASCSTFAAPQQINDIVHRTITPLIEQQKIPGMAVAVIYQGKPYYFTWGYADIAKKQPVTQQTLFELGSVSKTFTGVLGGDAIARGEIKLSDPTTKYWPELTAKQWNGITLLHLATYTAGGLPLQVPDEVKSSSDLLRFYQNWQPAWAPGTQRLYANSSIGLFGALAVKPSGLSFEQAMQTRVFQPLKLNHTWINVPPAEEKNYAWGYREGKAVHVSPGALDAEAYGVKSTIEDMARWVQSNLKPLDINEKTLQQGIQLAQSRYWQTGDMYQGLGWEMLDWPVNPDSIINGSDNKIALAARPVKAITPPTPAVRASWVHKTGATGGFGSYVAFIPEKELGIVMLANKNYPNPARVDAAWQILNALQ
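20 mM phosphate pH 7.0 + 0.01% (detergent screen) or 0.0001% Triton X-100; 5.3 nM AmpC reagent; cpd preinc 15 min RT; nitrocefin (800 uM stock) to start; A480 q20 s × 4 min; Activity was normalised to no-enzyme and no-compound control wells.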
HCV inhibitor = qHTS Assay for Inhibitors of Hepatitis C Virus (HCV); Huh7.5.1 HCVcc-Cre infection, luciferase reporter, 44 h; Potency, µM (top dose mostly 41.8 µM), for the others: top-dose activity change, negative = inhibition, hits mostly inhibitors; 340,000 compounds, 3.4% hits; AID 651820, 2012; also: potency is read from the fitted curve at half-maximal effect
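Reporter virus HCVcc-Cre (~0.5 moi) infects cells exposed to compound; seeding density 1,000 cells/well with 4 h settling beforehand. Luminescence, 15 sec read, taken 44 h post-infection following a 15 min RT substrate incubation.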
AMA1 RON2 block = qHTS for Inhibitors of AMA1-RON; Towards Development of Antimalarial Drug Lead: Primary Screen. Potency, µM (top dose mostly 58.2 µM), for inactives: top-dose activity change, negative = inhibition, actives largely listed as inhibitors. AlphaScreen AMA1-biotinylated RON2 peptide binding. 360,000 compounds, 0.2% hits. AID 720542, 2013. Plasmodium falciparum AMA1 (3D7) - RON2 peptide interaction;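 also: potency is read from the fitted curve at half-maximal effect; 0% = vehicle wells and -100% = peptide control; nearly all actives have a fitted effect of over 45% in size; some results filed as inactive show a strong effect at the top dose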
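AMA1 (3D7) with his tag at 25 nM final met compounds first, then biotinylated RON2 peptide at 25 nM; detection used donor plus acceptor beads, 10 µg/mL apiece, read by AlphaScreen after 30 min at room temperature.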
An asterisk follows results filed as active; ? = inconclusive; nt = not tested or not shown; & = joins results of further samples; [ ] = remark or other dose. Unless noted, calls follow the shape of the dose curve; as a rule, active = well fitted curve in the direction sought with a large enough effect; inconclusive = small, poorly fitted or top-dose-only effect, or another doubt; inactive = no such curve, though single readings can be large; an effect the other way counts as inactive or inconclusive. Unless noted, % is scaled to controls: 0 for no effect and ±100 for the full control effect. The order is random, and some 9.3% of all compounds hit somewhere here.

#1 CC(C)c1ccc(NC(=O)CSc2nnc(-c3ccccn3)n2C)cc1
#2 C/C(=N\NC(=O)CNC(=O)c1cccs1)c1ccc(Cl)c(Cl)c1
#3 COc1cc(Cl)c(NS(=O)(=O)c2ccc3[nH]c(=O)ccc3c2)c(OC)c1
#4 C[C@H]1CC[C@H]2C(=O)N[C@H](Cc3ccccc3)C(=O)N2[C@@H]1c1ccccc1
#5 Cc1ccccc1S(=O)(=O)c1cc2ccccc2nc1N
#6 Cc1ccc(S(=O)(=O)c2nc(-c3ccc(F)cc3)oc2SCC(=O)c2ccccc2)cc1
Assay by compound,1,2,3,4,5,6
Sm TGR inh,27%,-13%,0%,-7%,6%,-3%
HCMV antiviral,?,-37,26,nt,-20,-13
Giardia FBPA inh,3%,10%,nt,7%[12.9 µM],-8%,nt
AmpC inh detg,2%,-13%,-3%,?,-12%,-3%
HCV inhibitor,-16%,?,nt,12%,?,nt
AMA1 RON2 block,0%,-3%,nt,-1%,-1%,nt

#7 FC(F)(F)c1ccc(Cl)c(-n2c(Cc3cccs3)n[nH]c2=S)c1
#8 O=C(CCC(=O)N1CCOCC1)NCc1cccc(C(F)(F)F)c1
#9 CC[C@]12c3[nH]c4cc(-c5ccco5)ccc4c3CCN1C(=O)[C@@H](CC(=O)NCC13CC4CC(CC(C4)C1)C3)C[C@@H]2C(=O)N1CCN(C(=O)c2ccco2)CC1
#10 O=C(NNc1ccc([N+](=O)[O-])cc1[N+](=O)[O-])c1ccco1
#11 CCOC(=O)c1cnc(SC)nc1Nc1cccc(F)c1
#12 O=C(CCN1C(=O)c2ccccc2C1=O)Nc1ccc(S(=O)(=O)NC2=NCCCCC2)cc1
Assay by compound,7,8,9,10,11,12
Sm TGR inh,9%,-17%,nt,-33%,-29%,8%
HCMV antiviral,24,0,-32,nt,-32,-21
Giardia FBPA inh,-4%,nt,nt,-18%,1%,1%[12.9 µM]
AmpC inh detg,?,?,nt,3%,-13%,-7%
HCV inhibitor,-1%,10%,?,-15%,?,6%
AMA1 RON2 block,95%[activator],1%,15%,-10%,6%,3%

#13 Cn1c(CNc2cccc(Cl)c2)nnc1SCC(=O)OC1CCCCC1
#14 O=C(CCNC(=O)c1ccc([N+](=O)[O-])cc1)Nc1ccc(F)cc1
#15 COc1cc(C(=O)NCCc2ccc(S(=O)(=O)N3CCCC3)cc2)cc(OC)c1OC
#16 CCCC(=O)OC1=CN(Cc2ccccc2)S(=O)(=O)c2ccccc21
#17 CCOC(=O)N1CCN(C(=O)Cn2ccc3c(OC)cccc3c2=O)CC1
#18 COc1ccc(C)cc1NC(=O)C(OC(=O)CNC(=O)c1ccc(Br)cc1)c1ccccc1 (centres undefined)
Assay by compound,13,14,15,16,17,18
Sm TGR inh,-5%,-14%,0%,2%,11%,10%
HCMV antiviral,-80*,-32,1,-9,-5,43
Giardia FBPA inh,13%,-1%,1%,nt,-3%,3%
AmpC inh detg,?,-6%,-2%,9%,9%,-14%
HCV inhibitor,3%,-2%,?,nt,7%,?
AMA1 RON2 block,-7%,-1%,-7%,nt,0%,10%

#19 O=C(c1cnn2c(-c3ccccc3)cc(-c3ccccc3)nc12)N1CCN(Cc2ccccc2)CC1
#20 Cc1ccc2c(c1)cc(C(=O)NCc1ccccc1C)n2C
#21 Cc1ccc(C)n1-c1cccc(C(=O)O)c1
#22 CC1Cc2ccccc2N1C(=O)Cn1c(=O)cc(O)c2ccccc21 (centres undefined)
#23 CCCCn1c(CNC(=O)CCC)nc2ccccc21
#24 CCN(CC)S(=O)(=O)c1cccc(C(=O)OCC(=O)NC(C)c2ccccc2)c1 (centres undefined)
Assay by compound,19,20,21,22,23,24
Sm TGR inh,nt,-5%,8.9µM*,6%,5%,9%
HCMV antiviral,?,-20,nt,-28,3,-22
Giardia FBPA inh,nt,nt,-25%,-6%,1%,0%
AmpC inh detg,nt,15%,-2%,-5%,-12%,-13%
HCV inhibitor,?,nt,-12%,-8%,21%,2%
AMA1 RON2 block,-8%,nt,nt,9%,-4%,-5%

#25 Cc1ccc(-c2noc(Cn3cc(S(=O)(=O)N4CCCC4)ccc3=O)n2)cc1
#26 COc1cc(/C=C2\CCOC2=O)cc(OC)c1OC
#27 CC(=O)OC1N=C(c2ccccc2Cl)c2cc(Br)ccc2N(C)C1=O (centres undefined)
#28 CCOC(=O)c1c(=O)n(O)c2ccc(OC)cc2[n+]1[O-]
#29 CCn1c(CNc2ccc(F)cc2)nnc1SCC(=O)OC1CCCCC1
#30 O=C(CCNS(=O)(=O)c1ccccc1)NNC(=O)c1csc(N2CCOCC2)n1
Assay by compound,25,26,27,28,29,30
Sm TGR inh,-19%,-3%,1%,-3%,6%,3%
HCMV antiviral,-15,28,10,12,4,51
Giardia FBPA inh,nt,-12%,3%,-14%,3%,nt
AmpC inh detg,-7%,10%,-2%,4%,-10%,-2%
HCV inhibitor,4%,?,3%,?,-6%,5%
AMA1 RON2 block,10%,18%,0%,-6%,-1%,70%[activator]

#31 CCN(CC)C(=O)CS(=O)(=O)CC(=O)Nc1cc(OCCOC)c(Cl)cc1Cl
#32 COc1ccc(NC(=O)C2CCCN(c3c4c(nc5ncnn35)CCC4)C2)cc1 (centres undefined)
#33 CCOc1ccc2oc(C(=O)N(C)CC(=O)Nc3ccc(OCC)c(OCC)c3)c(C)c2c1
#34 NC(=O)C1CC12c1ccccc1-c1ccccc12 (centres undefined)
#35 O=C(CCC(=O)c1ccc(F)cc1)Nc1ccc(Cl)cc1
#36 CC(C)(C)N/N=C/c1cc(Cl)cc([N+](=O)[O-])c1O
Assay by compound,31,32,33,34,35,36
Sm TGR inh,35µM*,2%,10%,1%,0%,-19%
HCMV antiviral,-7,-37,16,37,20,78
Giardia FBPA inh,0%,12%,nt,-7%,nt,3%
AmpC inh detg,5%,?,?,1%,4%,-13%
HCV inhibitor,-20%,?,?,7%,nt,-14%
AMA1 RON2 block,9%,7%,-6%,16%,nt,11%

Reprinted at random: 6 entries already listed
#31 CCN(CC)C(=O)CS(=O)(=O)CC(=O)Nc1cc(OCCOC)c(Cl)cc1Cl
#36 CC(C)(C)N/N=C/c1cc(Cl)cc([N+](=O)[O-])c1O
#35 O=C(CCC(=O)c1ccc(F)cc1)Nc1ccc(Cl)cc1
#33 CCOc1ccc2oc(C(=O)N(C)CC(=O)Nc3ccc(OCC)c(OCC)c3)c(C)c2c1
#32 COc1ccc(NC(=O)C2CCCN(c3c4c(nc5ncnn35)CCC4)C2)cc1 (centres undefined)
#34 NC(=O)C1CC12c1ccccc1-c1ccccc12 (centres undefined)
Assay by compound,31,36,35,33,32,34
Sm TGR inh,35µM*,-19%,0%,10%,2%,1%
HCMV antiviral,-7,78,20,16,-37,37
Giardia FBPA inh,0%,3%,nt,nt,12%,-7%
AmpC inh detg,5%,-13%,4%,?,?,1%
HCV inhibitor,-20%,-14%,nt,?,?,7%
AMA1 RON2 block,9%,11%,nt,-6%,7%,16%

Going on with the list.
#37 Cc1cccc(NC(=O)CCCCCN2C(=O)c3ccccc3C2=O)n1
#38 CSc1ncccc1C(=O)OCC(=O)Nc1ccc(Cl)cn1
#39 CCn1c(=O)c2cc(C(=O)NCCc3cc(OC)ccc3OC)sc2c2ccccc21
#40 Cc1ccc[n+](CC(=O)Nc2ccc(C)c(C)c2)c1
#41 CCOc1ccccc1/C=C/C(=O)c1ccc(Cl)cc1
#42 CN(C)c1ccc(-c2ccncc2)cc1
Assay by compound,37,38,39,40,41,42
Sm TGR inh,3%,nt,-3%,6%,1%,-17%
HCMV antiviral,-38,-7,-10,19,6,nt
Giardia FBPA inh,0%,nt,nt,-4%,1%,3%
AmpC inh detg,4%,nt,-11%,-2%,-4%,?
HCV inhibitor,12%,4%,nt,15%,-15%,4%
AMA1 RON2 block,2%,9%[11.6 µM],nt,-3%,-12%,nt

#43 O=C(Nc1ccccc1C(=O)NCC1CCCO1)c1ccc(Cl)cc1 (centres undefined)
#44 C=CCn1c(SCC(C)=O)nc2scc(-c3ccc(C)o3)c2c1=O
#45 CCN1CCN(c2cc3c(cc2F)c(=O)c(C(=O)O)cn3C2CC2)CC1
#46 O=C(CN1C(=O)C(=O)c2ccccc21)NC1CCCCC1
#47 Cc1ccc(C)n1-c1ccc(NC(=O)c2ccccc2)cc1
#48 COc1ccc(C(=O)C2CCCN(Cc3cccc(C)n3)C2)c(OC)c1 (centres undefined)
Assay by compound,43,44,45,46,47,48
Sm TGR inh,11%,16µM*,-4%,-1%,-18%,-9%
HCMV antiviral,15,34,94,8,6,-33
Giardia FBPA inh,-7%,-1%,-5%&-4%,-15%,-4%,-11%
AmpC inh detg,7%,-4%,-2%,?,-3%,1%
HCV inhibitor,2%,-24%,-10%[8.37 µM],4%,-14%,?
AMA1 RON2 block,5%,4%,-1%,-6%,-2%,13%

#49 CC1(C)C(c2ccc(Cl)cc2)=[N+]([O-])C2(CCCC/C2=N\O)N1O (centres undefined)
#50 Cc1cc(NS(=O)(=O)c2ccc(NC(=O)c3cccnc3)cc2)nc(C)n1
#51 Cc1ccc(OC(=O)c2cccc(S(=O)(=O)N3CCN(C)CC3)c2)c(Br)c1
#52 Cn1c(SCC(=O)OC2CCCCC2)nnc1-c1ccco1
#53 COc1ccccc1C(=O)C1CCCN(C(=O)CCn2cnnn2)C1 (centres undefined)
#54 OCCN1CCN(C(c2ccccc2Cl)c2sc3nc(-c4ccco4)nn3c2O)CC1 (centres undefined)
Assay by compound,49,50,51,52,53,54
Sm TGR inh,1%,-1%,-16%,-26%,0%,0%
HCMV antiviral,3,15,118,4,0,14
Giardia FBPA inh,3%,-8%,nt,-7%,8%,nt
AmpC inh detg,-5%,-11%,-5%,-3%,0%,-1%
HCV inhibitor,5%,-13%,17%,4%,9%,nt
AMA1 RON2 block,0%,-6%,?,1%,-3%,nt

#55 O=C(Nc1cccc(Cl)c1)/C(=C\c1cccnc1)NC(=O)c1ccco1
#56 C[C@H](CO)N1C[C@H](C)[C@@H](CN(C)S(=O)(=O)c2ccc(F)cc2)Oc2ccc(NS(=O)(=O)c3ccccc3)cc2C1=O
#57 CCc1ccc(NC(=O)CSCc2ccc(C(=O)O)cc2)cc1
#58 N/C(=N\OC(=O)COc1ccc(Cl)cc1Br)c1ccncc1
#59 CCCCN(C(=O)C1CCCO1)c1c(N)n(CCC)c(=O)[nH]c1=O (centres undefined)
Assay by compound,55,56,57,58,59
Sm TGR inh,8%,nt,0%,?,nt
HCMV antiviral,8,-37,-38,-9,2
Giardia FBPA inh,-4%,nt,-8%,8%,nt
AmpC inh detg,-15%,nt,0%,4%,nt
HCV inhibitor,3%,2%,28%,-17%,11%
AMA1 RON2 block,0%,13%,13%,3%,15%
